Runt-CBFb FRET – blocks binding of human RUNX1 Runt domain to CBFb. Q01196+Q13951. Cerulean-Runt/Venus-CBFb FRET ratio 530/480, 1 h. inhibition, % at 20 µM. 0.46% of 220,000 active. AID 1496;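 active = inhibition over about 50% at 20 µM in the single-dose screen, limit read from the data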;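 also: 0% = DMSO wells and 100% = excess unlabeled CBFb competitor control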
Target sequence (Q01196 whole entry, looked up, the tested form may be a part): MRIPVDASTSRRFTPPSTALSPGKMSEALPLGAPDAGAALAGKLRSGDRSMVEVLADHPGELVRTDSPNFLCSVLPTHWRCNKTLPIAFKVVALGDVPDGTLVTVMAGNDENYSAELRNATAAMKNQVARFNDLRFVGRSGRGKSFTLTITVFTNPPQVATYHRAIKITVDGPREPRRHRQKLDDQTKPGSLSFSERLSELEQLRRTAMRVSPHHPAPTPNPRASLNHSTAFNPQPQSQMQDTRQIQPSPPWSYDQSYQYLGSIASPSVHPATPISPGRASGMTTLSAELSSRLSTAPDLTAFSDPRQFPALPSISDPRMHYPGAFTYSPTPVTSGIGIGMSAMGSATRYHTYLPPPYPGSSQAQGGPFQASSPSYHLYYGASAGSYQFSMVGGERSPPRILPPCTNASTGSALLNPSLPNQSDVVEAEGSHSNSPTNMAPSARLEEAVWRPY
Target sequence (Q13951 whole entry, looked up, the tested form may be a part): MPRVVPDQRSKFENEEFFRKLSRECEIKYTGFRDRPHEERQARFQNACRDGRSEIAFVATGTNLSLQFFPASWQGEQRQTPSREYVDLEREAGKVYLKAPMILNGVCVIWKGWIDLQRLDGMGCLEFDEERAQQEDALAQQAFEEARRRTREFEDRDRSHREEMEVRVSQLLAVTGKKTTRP
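Reagent – Venus-CBFb binding partner, 100 nM · Assay system – Cerulean-tagged RUNX1 Runt domain (FRET donor) fusion protein · Input – 100 nM per protein · Incubation – two 1 h room-temperature incubations shielded from light · Measured by – FRET fluorescence · Medium – Tris buffer pH 7.5 with salts and BSA · Benchmarks – unlabeled CBFb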
NPY2 pot ag – human NPY-Y2 potentiation or agonism, primary screen; 0.45% of 220,000 active; cells expressing NPY-Y2, potentiator/agonist read-out; activation, % at 3.6 µM; P49146; in the data active = activation above about 27%;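 also: cells stimulated with NPY near EC25 plus isoproterenol at EC100; 0% = vehicle plus submaximal agonist and 100% = vehicle plus saturating agonist; some results beyond the cut were filed as inactive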
S1P4 antag – blocks the human S1P4 receptor | O95977 | S1P4-expressing cells, antagonist mode, reporter read-out | inhibition, % at 4.98 µM | 0.26% of 220,000 active; in the data active = inhibition above about 29%;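 also: 0% = wells stimulated with agonist and 100% = vehicle wells without agonist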
NPY-Y1 antag – blocks the human neuropeptide Y Y1 receptor; P25929; HEK293-CNG Y1 cells, membrane potential fluorescence; NPY at EC95, then isoproterenol; inhibition, % at 3.6 µM; 1% of 200,000 active; AID 1040;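 active = inhibition above the campaign mean inhibition of all tested compounds plus 3 SD, cut at about 20% in these data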;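 also: 0% = DMSO wells given NPY plus isoproterenol and 100% = isoproterenol alone without NPY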
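Assay system: HEK293 cells with Y1 receptor plus CNG channel | Probe or stimulus: NPY (25 nM), isoproterenol (1 µM), Ro 20-1724 (25 µM) | Timing: Compound incubation 1 h at room temperature, readout 45 min post-stimulation | Measured by: Membrane-potential fluorescent dye readout | Benchmarks: High control isoproterenol alone, low control NPY with isoproterenol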
NPY1 pot ag – potentiators or agonists of human neuropeptide Y receptor Y1; P25929; NPY-Y1 expressing cells, potentiator/agonist activation; activation, % at 3.6 µM; 0.37% of 220,000 active; in the data active = activation above about 33%, passing the limit was not always enough;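 also: cells stimulated with NPY at EC10 then isoproterenol at EC100; 0% = low agonist plus stimulus and 100% = saturating agonist plus stimulus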
RBBP9 inh – blocks human serine hydrolase RBBP9; O75884; recombinant RBBP9, FP-Rh probe fluorescence polarization; inhibition, % at 7.94 µM; 0.2% of 220,000 active; AID 1515;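 active = inhibition above the campaign mean of all tested compounds plus 3 SD, cut at about 14% in these data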;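 also: plate controls were DMSO wells with RBBP9 for no effect and wells lacking RBBP9 protein for full effect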
Target sequence (O75884 whole entry, looked up): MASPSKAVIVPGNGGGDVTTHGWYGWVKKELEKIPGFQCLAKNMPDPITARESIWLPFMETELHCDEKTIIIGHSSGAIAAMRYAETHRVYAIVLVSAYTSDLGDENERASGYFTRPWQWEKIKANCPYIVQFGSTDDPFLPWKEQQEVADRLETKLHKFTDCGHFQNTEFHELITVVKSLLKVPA
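Controls: DMSO-treated enzyme wells and wells lacking RBBP9 | Material: RBBP9 protein | Technique: Fluorescence polarization | Replication: Single well per compound, no replicates | Buffer or medium: Tris-NaCl-Pluronic buffer, pH 8.0 | Timing: 30 min compound preincubation, 45 min probe labeling, 25 °C | Read-out basis: Percent inhibition from mP, scaled between DMSO and no-protein wells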
BaF3 tox – reduces parental Ba/F3 cell viability, JAK2V617F counter-screen; CellTiter-Glo ATP luminescence; inhibition, % at 5.6 µM; 1.1% of 220,000 active; AID 1486;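 active = inhibition above a per-campaign cutoff, the mean inhibition of all tested compounds plus 3 SD, cut at about 27% in these data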;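 also: 0% = DMSO wells and 100% = JAK Inhibitor I control wells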
Ba/F3 V617F tox – reduce viability of Ba/F3 cells dependent on JAK2V617F; Ba/F3 EpoR-JAK2V617F viability, ATP luminescence; inhibition, % at 5.6 µM; 1.1% of 220,000 active; AID 1446;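 active = inhibition above the campaign mean plus 3 SD over all tested compounds, cut at about 24% in these data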;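 also: cytokine-independent growth of Ba/F3 cells driven by EpoR plus mutant JAK2; 0% = DMSO-treated cells and 100% = JAK inhibitor I control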
S1P4 agonist – agonists of human S1P4 receptor; O95977; S1P4-expressing cell line, agonist reporter assay; activation, % at 4.98 µM; 0.35% of 220,000 active; in the data active = activation above about 11%;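 also: 0% = DMSO vehicle and 100% = reference agonist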
* = called active by the depositor; / = not tested or not shown. Compounds as they come. Share with any hit: about 3.6%.

SMILES	Runt-CBFb FRET	NPY2 pot ag	S1P4 antag	NPY-Y1 antag	NPY1 pot ag	RBBP9 inh	BaF3 tox	Ba/F3 V617F tox	S1P4 agonist
O=C(c1ccc2c(c1)OCO2)C1CCCN(C(=O)C2CCOCC2)C1 (centres undefined)	0	-22	-8	-1	0	-9	3	-2	-1.8
Cc1ccc2c(C)cc(=S)[nH]c2c1	3	-13	-3	0	-11	-4	0	0	-0.6
Cc1cc2c(c(=O)n1CCN(C)C)C(c1ccncc1)C(C#N)=C(N)O2 (centres undefined)	0	8	-20	2	-10	0	3	-3	-1.9
Cc1ccc(CC2CC(=O)N(c3nc4ccccc4s3)C2=O)cc1 (centres undefined)	1	-12	-12	12	-8	-9	6	-1	3.8
CCOc1ccc(C2c3c(oc4cc(C)c(C)cc4c3=O)C(=O)N2CCCN(C)C)cc1OC (centres undefined)	2	-16	-3	-2	-16	-10	9	1	-2.4
Cc1ccc(NC(=O)C2C(=O)N(CCO)C3(C)CC2c2ccccc2O3)cc1 (centres undefined)	-1	-1	8	-2	4	-5	9	5	-2.8
COc1ccccc1NC(=O)C1=C(C)NC(=O)NC1c1cccs1 (centres undefined)	0	9	-9	-4	23	-1	6	2	1.1
CCN(CCS(=O)(=O)c1ccc(Cl)cc1)C(=O)Nc1ccccc1	2	-14	-8	/	0	-4	1	-5	0.7
CCOC(=O)CCCNC(=O)COC(=O)c1ccc(O)cc1	2	3	0	1	-8	-6	0	-3	0.6
COc1ccccc1C(=O)NNC(=O)c1cccc(F)c1	5	-4	-9	0	-5	8	3	-1	0.7
CN(C(=O)CSc1nnc(-c2cccnc2)n1-c1ccccc1F)C1CCS(=O)(=O)C1 (centres undefined)	-1	-3	-9	0	-3	1	5	0	0.3
COc1ccccc1C(=O)NNC1=C(C(=O)C(F)(F)F)CCC1	-2	14	3	2	-1	5	2	-3	-1.0
O=C(c1c(F)cccc1F)N1CCN(c2ncccn2)CC1	1	10	15	4	5	-3	4	1	-1.3
Clc1nc(Cl)nc(NCCC2=CCCCC2)n1	-1	-5	9	3	-6	-5	4	5	-1.9
CC(=O)c1cccc(N=C2NC(=O)CS2)c1	0	-12	-9	12	0	-14	5	3	0.2
CCN1CCN(C(=O)c2ccccc2N(C)S(=O)(=O)c2ccc(C)cc2)CC1	0	-12	-1	-2	6	1	2	2	1.0
COCCOC(=O)C1=C(C)NC(=O)NC1C1CC=CCC1 (centres undefined)	-1	-4	-7	-2	1	2	9	-1	-0.7
Nc1c(C(=O)NCc2ccco2)c2nc3ccccc3nc2n1CCc1ccccc1F	30	-9	7	2	-9	0	9	10	2.5
COC(=O)[C@@H]1C[C@H]1[C@@H](NC(=O)c1ccccc1)c1ccccc1	1	2	27	-6	1	-4	-1	-3	-1.1
O=C(CC(=O)c1ccccc1)Nc1cc(C(F)(F)F)ccc1Cl	2	-7	-6	2	4	-9	0	-3	0.2

In another format: results already given.
Sequence of screens – Runt-CBFb FRET	NPY2 pot ag	S1P4 antag	NPY-Y1 antag	NPY1 pot ag	RBBP9 inh	BaF3 tox	Ba/F3 V617F tox	S1P4 agonist
> Cc1ccc(NC(=O)C2C(=O)N(CCO)C3(C)CC2c2ccccc2O3)cc1 (centres undefined)
    -1	-1	8	-2	4	-5	9	5	-2.8
> COc1ccccc1NC(=O)C1=C(C)NC(=O)NC1c1cccs1 (centres undefined)
    0	9	-9	-4	23	-1	6	2	1.1
> CCN(CCS(=O)(=O)c1ccc(Cl)cc1)C(=O)Nc1ccccc1
    2	-14	-8	/	0	-4	1	-5	0.7
> CCOC(=O)CCCNC(=O)COC(=O)c1ccc(O)cc1
    2	3	0	1	-8	-6	0	-3	0.6
> COc1ccccc1C(=O)NNC(=O)c1cccc(F)c1
    5	-4	-9	0	-5	8	3	-1	0.7
> CN(C(=O)CSc1nnc(-c2cccnc2)n1-c1ccccc1F)C1CCS(=O)(=O)C1 (centres undefined)
    -1	-3	-9	0	-3	1	5	0	0.3
> COc1ccccc1C(=O)NNC1=C(C(=O)C(F)(F)F)CCC1
    -2	14	3	2	-1	5	2	-3	-1.0
> O=C(c1c(F)cccc1F)N1CCN(c2ncccn2)CC1
    1	10	15	4	5	-3	4	1	-1.3
> Clc1nc(Cl)nc(NCCC2=CCCCC2)n1
    -1	-5	9	3	-6	-5	4	5	-1.9
> CC(=O)c1cccc(N=C2NC(=O)CS2)c1
    0	-12	-9	12	0	-14	5	3	0.2
> CCN1CCN(C(=O)c2ccccc2N(C)S(=O)(=O)c2ccc(C)cc2)CC1
    0	-12	-1	-2	6	1	2	2	1.0
> COCCOC(=O)C1=C(C)NC(=O)NC1C1CC=CCC1 (centres undefined)
    -1	-4	-7	-2	1	2	9	-1	-0.7
> Nc1c(C(=O)NCc2ccco2)c2nc3ccccc3nc2n1CCc1ccccc1F
    30	-9	7	2	-9	0	9	10	2.5
> COC(=O)[C@@H]1C[C@H]1[C@@H](NC(=O)c1ccccc1)c1ccccc1
    1	2	27	-6	1	-4	-1	-3	-1.1
> O=C(CC(=O)c1ccccc1)Nc1cc(C(F)(F)F)ccc1Cl
    2	-7	-6	2	4	-9	0	-3	0.2

New compounds follow
SMILES	Runt-CBFb FRET	NPY2 pot ag	S1P4 antag	NPY-Y1 antag	NPY1 pot ag	RBBP9 inh	BaF3 tox	Ba/F3 V617F tox	S1P4 agonist
CCNC(=S)NNC(=O)c1cc(CC(C)C)nc2ccccc12	/	-7	1	7	-15	-13	5	4	1.1
Cn1c(Cn2cnc3ccccc32)nnc1SCC(=O)CC(=O)Nc1ccccc1	0	-5	8	8	-11	-6	4	0	1.0
O=c1[nH]c(/C=C/c2cccnc2)c([N+](=O)[O-])c(=O)[nH]1	-1	26	-2	-8	16	3	8	2	-0.9
COc1ccc(C(=O)c2cc3ccc(O)cc3oc2=O)cc1	88*	-3	-1	7	-18	-11	3	4	-1.5
CC(C)CC(=O)N1CCN(Cc2cccc([N+](=O)[O-])c2)CC1	0	1	-5	-5	3	1	0	2	2.7
COc1ccccc1C1C=C(c2ccc(Cl)cc2)Nc2nc(NS(C)(=O)=O)nn21 (centres undefined)	-75	2	-1	3	7	-9	0	-3	1.2
Nc1nc(SCC(=O)Nc2ccccc2)nc2nc3c(cc12)CCCC3	0	0	-2	-6	-12	-7	10	4	0.6
C=CCn1nnc2sc3c(c2c1=O)CCC(C)C3 (centres undefined)	2	-17	0	4	14	-2	6	0	1.7
O=C(CSc1ncnc2scc(-c3ccc(F)cc3)c12)c1ccc2c(c1)OCCO2	3	-9	-9	4	-20	-2	1	1	1.0
S=C(NCc1ccccc1Cl)Nc1ccccc1Cl	3	-7	11	2	-2	-3	0	-3	1.0
Cc1ccc(NC(=O)N2CCCCC2)cc1NC(=O)N1CCCCC1	-1	4	-4	/	7	-9	-1	-2	1.2
CC(C)c1ccc(OCC(=O)Nc2cccc(C(=O)Nc3ccccc3C(=O)O)c2)cc1	-14	2	2	-10	-1	-30	-2	-1	1.1
COC(=O)[C@@H](NC(=O)NC1CCN(Cc2ccccc2)CC1)C(C)C	0	-1	-7	2	5	-1	2	0	0.6
CC(=O)c1cn(CC(=O)Nc2ccc(C)c(C)c2)c2ccccc12	1	2	-31	-2	-2	-11	2	-2	2.4
Cn1c(SCc2nc3ccccc3[nH]2)nnc1-c1ccccn1	1	-1	3	2	-8	2	1	2	0.3
Cn1c(=O)oc2cc(S(=O)(=O)N3CCC(C(=O)NCc4cccs4)CC3)ccc21	0	2	-4	-3	0	-5	7	-2	-0.3
Cc1n[nH]c(=O)n1-c1ccc(C(C)(C)C)cc1	-1	5	2	-1	3	-1	9	2	1.9
CCNS(=O)(=O)c1ccc(NC(=O)c2c(-c3ccccc3)noc2C)cc1	42	0	0	0	5	2	7	3	-0.1
Cn1nnc(NC(=S)NC(=O)/C=C/c2ccco2)n1	17	2	1	/	-9	-10	0	2	1.5
CCc1ccc(NC(=O)c2c(C(=O)Nc3ccccc3)sc3nc(C)cc(=O)n23)cc1	1	-13	3	17	-47	-1	4	2	-0.1
O=C(COC(=O)Cc1ccccc1F)Nc1ccc2c(c1)OCO2	0	0	-5	1	3	-6	7	0	1.4
CCN(c1ccc(NC(=O)CSc2nnc3nc(C)cc(C)n23)cc1)C(C)C	7	5	2	5	-10	8	4	-2	-3.2
CCCCN1C(=O)c2ccccc2C1C(=O)NC1CCCC1 (centres undefined)	1	2	-15	-2	-9	-7	1	0	1.0
Cc1cnc(C)c(N2CCN(Cc3nc(-c4cccc(F)c4F)oc3C)CC2)n1	-3	-3	-15	-2	-20	-3	12	3	0.7
O=C(Nc1ccc2c(c1)OCCO2)C1CCCN(S(=O)(=O)c2cccs2)C1 (centres undefined)	-2	-1	-17	14	-24	-11	2	4	1.6
CCc1nc2ccccc2c(C(=O)OCC(=O)NCc2ccco2)c1C	1	-6	-25	-2	27	-6	-1	-3	2.9
N#CC1=C(N)Oc2cc3ccccc3cc2C1c1cccnc1 (centres undefined)	-1	14	-8	4	24	1	25	30*	-0.1
COc1ccc(C2/C(=C(\O)c3ccc(OC)c(Cl)c3)C(=O)C(=O)N2CCN(C)C)cc1 (centres undefined)	-3	-2	-7	-4	4	-4	0	-2	1.9
O=C(Nc1ccc(Br)cc1)c1cccc(N2C(=O)C3C4CCC(C4)C3C2=O)c1 (centres undefined)	0	-14	-9	2	-1	-7	4	0	0.1
CCNC(=O)CCc1nc(-c2ccc(C(C)(C)C)cc2)no1	-4	0	-2	-1	-6	-4	2	2	0.8
CCN(CC)c1ccc([C@H]2[C@@H]3CCCC[C@]3(O)CCN2CC(=O)NCc2ccco2)cc1	3	-7	-15	/	25	2	4	-3	0.0
Cc1cccnc1NC(=O)Nc1cccc(C(F)(F)F)c1	2	14	-10	1	-23	-3	1	-3	0.6
CCN1C(=O)/C(=C/C2=Cc3ccccc3OC2C)SC1=S (centres undefined)	-25	18	-13	/	31	0	-4	-5	-0.7
CN1C(=S)N(c2cccnc2)C(=O)/C1=C\c1ccc(N(C)C)cc1	-11	-6	3	6	3	-10	7	-2	-1.5
N/C(=N\OC(=O)COc1ccc2ccccc2c1)c1ccccn1	-5	5	5	8	-19	0	0	-4	-1.9
Cc1onc(-c2ccccc2)c1-c1n[nH]c(=S)n1-c1ccccc1	/	7	-17	-5	-18	5	0	-2	-3.8
NNC(=O)c1cncn1-c1ccc(F)cc1	0	10	-21	2	15	-4	8	-2	2.5

Screens (PubChem BioAssay)
